LYPLA2 counter: blocks human lysophospholipase 2, a PME1 counter-screen; O95372; recombinant LYPLA2, FP-Rh probe fluorescence polarization; inhibition, % at 5.9 µM; actives 0.38% (n = 320,000);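 active = inhibition above the screen-wide mean plus 3 SD, limit set per campaign, cut at about 26% in these data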;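 note: 0% = LYPLA2 with DMSO and 100% = wells lacking LYPLA2 enzyme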
GSTO1 inh: blocks human GSTO1 in RBBP9 counter-screen; P78417; recombinant GSTO1, activity-based probe fluorescence polarization; inhibition, % at 5.96 µM; actives 1.1% (n = 300,000); AID 1974;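 active = inhibition above the campaign mean inhibition plus 3 SD, cut at about 35% in these data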;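 note: 0% = GSTO1-1 with DMSO and 100% = wells lacking GSTO1-1 enzyme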
PME-1 primary: PME-1 (human) inhibition; Q9Y570; recombinant PME-1, FP-Rh probe fluorescence polarization; inhibition, % at 5.9 µM; actives 0.53% (n = 320,000); AID 2130;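 active = inhibition above the campaign mean of all compounds plus 3 SD, cut at about 26% in these data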;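 note: competitive labeling of PME-1 active site by serine hydrolase directed probe; 0% = PME-1 with DMSO and 100% = wells lacking PME-1 enzyme; inhibitors block probe labeling so polarization falls and inhibition rises; many of its hits are not listed in these tables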
PAFAH2 inh: PAFAH2 (human) inhibition. actives 0.99% (n = 340,000). Q99487. inhibition, % at 3.39 µM. recombinant PAFAH2, FP-rhodamine activity probe, fluorescence polarization;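 active = inhibition above the mean over all tested compounds plus 3 SD, cut at about 30% in these data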;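 note: inhibitors block probe labeling of enzyme so polarization drops; 0% = enzyme with DMSO and 100% = wells lacking PAFAH2 protein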
LYPLA1 counter: LYPLA1 (human) inhibition in PME1 counter-screen | inhibition, % at 5.9 µM | actives 0.16% (n = 320,000) | recombinant LYPLA1, FP-Rh probe fluorescence polarization | O75608;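 active = inhibition above the mean of all tested compounds plus 3 SD, set per campaign, cut at about 14% in these data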;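 note: inhibitors block serine hydrolase probe labeling of LYPLA1 so polarization falls; 0% = enzyme with DMSO and 100% = wells lacking LYPLA1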
PAFAH1B3 FP inh: blocks human PAF acetylhydrolase 1B catalytic subunit 3; Q15102; recombinant PAFAH1B3, FP-rhodamine probe, fluorescence polarization; inhibition, % at 3.39 µM; actives 0.28% (n = 340,000); AID 492972;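 active = inhibition above the screen-wide average of all tested compounds plus 3 SD, cut at about 25% in these data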;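 note: 0% = enzyme with DMSO only and 100% = wells lacking PAFAH1B3 protein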
pPAFAH inh: inhibitors of human plasma PAF acetylhydrolase (pPAFAH). recombinant pPAFAH, FP-rhodamine probe fluorescence polarization. inhibition, % at 3.39 µM. AID 463082. Q13093. actives 1.5% (n = 330,000);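 active = inhibition above the mean inhibition across the screen plus 3 SD, cut at about 25% in these data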;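 note: inhibitors block binding of the rhodamine activity-based probe so polarization drops; 0% = enzyme with DMSO and 100% = wells lacking pPAFAH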
PAD4 FP inh: PAD4 (human) enzyme inhibition. recombinant PAD4, RCA probe fluorescence polarization. AID 485272. actives 0.41% (n = 330,000). Q9UM07. inhibition, % at 6.36 µM;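 active = percent inhibition above a cutoff equal to the mean of all tested compounds plus 3 SD, cut at about 15% in these data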;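 note: 0% = PAD4 with RCA probe and DMSO and 100% = probe without PAD4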
Target sequence (Q9UM07 whole entry, looked up): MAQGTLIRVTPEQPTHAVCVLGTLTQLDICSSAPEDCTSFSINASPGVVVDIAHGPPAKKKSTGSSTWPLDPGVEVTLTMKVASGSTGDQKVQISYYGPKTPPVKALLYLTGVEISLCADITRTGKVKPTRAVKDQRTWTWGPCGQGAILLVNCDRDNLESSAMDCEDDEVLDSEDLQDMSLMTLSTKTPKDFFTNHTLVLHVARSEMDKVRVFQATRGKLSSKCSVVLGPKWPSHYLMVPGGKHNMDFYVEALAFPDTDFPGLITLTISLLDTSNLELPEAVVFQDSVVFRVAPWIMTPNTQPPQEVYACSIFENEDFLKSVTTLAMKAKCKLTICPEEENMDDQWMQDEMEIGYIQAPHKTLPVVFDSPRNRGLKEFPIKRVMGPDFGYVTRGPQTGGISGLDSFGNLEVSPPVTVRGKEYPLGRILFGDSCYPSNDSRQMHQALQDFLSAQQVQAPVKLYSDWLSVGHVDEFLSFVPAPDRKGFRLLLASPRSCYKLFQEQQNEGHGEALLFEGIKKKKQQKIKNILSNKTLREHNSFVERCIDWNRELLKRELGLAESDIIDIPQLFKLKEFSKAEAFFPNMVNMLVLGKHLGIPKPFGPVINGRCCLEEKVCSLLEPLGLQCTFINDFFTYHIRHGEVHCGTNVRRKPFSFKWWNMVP
PAFAH1B2 FP inh: blocks human PAF acetylhydrolase 1b catalytic subunit 2. recombinant PAFAH1B2, FP-rhodamine activity probe, fluorescence polarization. AID 492953. inhibition, % at 3.39 µM. P68402. actives 1.2% (n = 340,000);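 active = inhibition above the mean of all tested compounds plus 3 SD, cut at about 24% in these data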;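 note: 0% = enzyme with DMSO and 100% = wells lacking PAFAH1B2; many of its hits are not listed in these tables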
Target sequence (P68402 whole entry, looked up): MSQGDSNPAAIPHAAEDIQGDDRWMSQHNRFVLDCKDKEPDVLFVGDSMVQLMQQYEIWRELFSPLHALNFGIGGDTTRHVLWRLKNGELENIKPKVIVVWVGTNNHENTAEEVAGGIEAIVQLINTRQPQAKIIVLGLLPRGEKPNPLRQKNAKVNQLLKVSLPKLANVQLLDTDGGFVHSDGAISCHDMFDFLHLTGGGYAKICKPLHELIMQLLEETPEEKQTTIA
* marks the source's active call; other numbers are inactive results; · = not tested or not shown. These rows are one share of the data; count on the stated rates, not on these rows.

SMILES	LYPLA2 counter	GSTO1 inh	PME-1 primary	PAFAH2 inh	LYPLA1 counter	PAFAH1B3 FP inh	pPAFAH inh	PAD4 FP inh	PAFAH1B2 FP inh
Cc1cc(C)cc(C(=O)N(c2ccccn2)C(C)c2ccco2)c1 (configuration not stated)	-1	-2	0	-10	1	4	-1	-3	4
CCOC(=O)N1CCC(NC(=O)c2cc(S(=O)(=O)N3CCCCC3)ccc2F)CC1	0	8	3	4	-1	5	0	-4	7
CN1/C(=C\C=C(/C#N)C(=O)Nc2ccc(Cl)cc2)C(C)(C)c2ccccc21	7	4	0	-1	-5	9	-3	-3	2
Cc1cc(OCc2cc(C(=O)N(C)CC3CCOCC3)no2)cc(C)c1Cl	3	3	3	-3	-2	1	1	3	3
Cc1nnc(SCc2nnc(-c3cccs3)o2)n1C	9	5	0	0	1	3	-1	-4	-3
CC(C)c1ccc(O)c(NC(=O)c2ncn[nH]2)c1	5	8	-6	1	-1	3	6	-3	15
CC(C)NC(=O)Nc1ccc2c(c1)C(=O)N([C@H](C)CO)C[C@@H](C)[C@@H](CN(C)C(=O)NC1CCCCC1)O2	·	·	·	5	·	16	1	-11	5
Cc1nn(C)cc1CNC(=O)c1cnn2c(C(F)F)cc(C3CC3)nc12	3	3	0	-8	2	-4	0	-7	-3
CN(C)c1ccc(NC(=O)CSCc2nc3c(nnn3Cc3ccc(F)cc3)c(=O)[nH]2)cc1	4	-1	4	13	2	-1	10	3	21
CCc1ccc(N2Cc3ccccc3C2)cc1	-4	10	-2	3	0	-1	3	-1	6
Cc1cc(C)cc(N(CC(=O)N2CCC(C)CC2)S(=O)(=O)c2ccccc2)c1	7	-2	9	-6	-3	7	3	-8	-1
CCNC(=O)C1CC(=O)N(CCCc2ccccc2)C(=Nc2ccccc2)S1 (configuration not stated)	-3	4	7	0	3	2	8	4	7
O=C(CSCc1cc(=O)n2nc(C3CC3)sc2n1)Nc1ccccc1Cl	6	1	-6	2	-1	9	5	6	7
Cc1cc(C)n(C(=O)/C=C/c2cccs2)n1	-2	-2	2	0	2	0	-6	-2	4
CCOc1c(Br)cc(/C=C2\C(=O)N(CCC#N)N=C2C)cc1OC	5	40*	-5	-1	0	7	4	58*	4
COc1ccc(-c2nnc(-c3cc4ccccc4oc3=O)o2)cc1	-4	1	-5	-2	-3	-1	2	4	0
COc1ccc2c(CC(=O)Nc3ccc(OC)nc3)coc2c1	6	6	-4	4	-1	9	4	-3	2
CC(C)n1c(N2CCN(C(=O)Nc3ccccc3)CC2)nc2ccccc21	3	6	2	9	-3	1	-5	5	3
CN(C)C(=O)c1ccc(NC(=O)c2ccccc2SCC(=O)N2CCCC2)cc1	-10	·	0	5	-9	4	2	-5	-2
O=C(Nc1cccnc1)c1ccc(-c2cc(Cl)ccc2Cl)o1	-42	-6	-27	-2	-35	1	-11	-1	1
OCCN1CCN(Cc2cc(Cl)c3cccnc3c2O)CC1	2	18	-5	-5	2	5	-2	-19	5
CC(=O)Nc1ccc(S(=O)(=O)N(C)CC(=O)Nc2ccccc2N2CCCC2)cc1	3	1	-4	2	0	8	0	3	14
O=C(COC(=O)c1ccc2ccccc2c1O)NCC(F)(F)F	0	4	10	-4	-5	1	-2	3	1
C=CCn1cc(C(=O)NCCCOC)c(=O)c2cc(S(=O)(=O)N3CCC(C)CC3)ccc21	0	3	-8	-1	4	9	0	0	7
O=C(CCSc1nc(-c2ccco2)cc(C(F)(F)F)n1)NCCN1CCOCC1	3	1	-1	-3	-1	-7	1	-9	2
FC(F)(F)Oc1ccc(NC(=S)Nc2ccc(OC(F)(F)F)cc2)cc1	-4	-1	4	-8	-2	-2	2	-1	1
O=C(c1ccc(C(=O)N2CCOCC2)s1)N1CCOCC1	2	3	-5	-2	1	6	3	0	-1
COc1ccc(C(=O)Nc2cc(Cl)cc(Cl)c2)c(OC)n1	1	-3	-6	-4	4	1	2	0	-1
Cc1cc(C)n(CC(O)COc2ccccc2Br)n1 (configuration not stated)	-5	-2	-7	1	2	4	-4	-6	3
Cc1cccc(Sc2nc(-c3ccccc3)ncc2C(=O)O)c1	5	11	0	3	-1	5	-6	3	8
COc1cccc(-n2c(SCC(=O)N3CCOCC3)nc3c([nH]c4ccccc43)c2=O)c1	0	2	4	9	1	7	1	-1	4
O=C(c1cc(-c2ccco2)nc2ccccc12)N1CCN(Cc2ccccc2)CC1	3	·	4	2	2	2	11	-1	3
CCOC(=O)C1CCCN(C(=O)/C=C/c2cccc([N+](=O)[O-])c2)C1 (configuration not stated)	5	-4	3	2	0	0	4	-2	-1
CCCCn1c(N)c(N(CC(C)C)C(=O)c2cc(-c3ccncc3)nc3ccccc23)c(=O)[nH]c1=O	-2	-3	-2	6	0	1	9	-11	-1
CCOc1ccc(C(=O)SC2=NCCS2)cc1	4	-6	0	11	1	2	-1	-3	4
COC(=O)CN(c1ccccc1F)S(=O)(=O)c1ccc(C)cc1	0	8	-1	3	4	3	2	2	3
Cc1cc(C)nc(N2C(=O)CC(Cc3ccc(Cl)cc3)C2=O)n1 (configuration not stated)	9	-1	8	-5	5	5	6	-3	9
CCOc1ccccc1NC(=O)CNC(=O)c1nn(-c2ccc(OC)c(OC)c2)c(=O)c2ccccc12	-4	11	-2	0	-2	7	1	-3	2
O=C(CCSc1nc(-c2ccco2)cc(C(F)(F)F)n1)Nc1ccc2c(c1)OCO2	8	-5	3	3	-2	-1	15	-1	1
COC(=O)C1CCN(C(=O)COC(=O)CC(NC(C)=O)c2ccccc2)CC1 (configuration not stated)	1	7	-6	2	1	-1	-5	-3	-1
Cc1ccc(CNC(=O)c2cc(C)nn2-c2ccccc2)cc1	9	23	-6	3	1	2	0	-2	6
Cc1ccc(-c2cn(-c3ccc(SC(F)F)cc3)c3[n+]2CCC3)cc1	8	1	-2	0	1	-5	-1	2	2
CCCCN(C(=O)c1ccc(N(C)S(=O)(=O)c2ccc(C)cc2)cc1)c1c(N)n(CCCC)c(=O)[nH]c1=O	9	-4	-2	4	2	4	8	1	0
Cc1ccc2nc(NC(=O)COC(=O)CSc3nc(C)cc(C)n3)sc2c1	5	9	-1	4	-4	-6	2	6	4
Cc1cccnc1NC(=O)c1cccc(S(=O)(=O)N2CCN(c3ccccc3)CC2)c1	10	5	8	-4	3	7	0	2	-2
CC(C)CCOC(=O)C1C(c2ccccc2)C(C(=O)O)C1c1ccccc1 (configuration not stated)	3	8	-10	1	4	6	2	2	6
Cn1c(-c2ccc3c(c2)OCO3)cnc1N	2	2	8	-6	4	4	-2	-4	1
Cc1c(NC(=O)C2CC(c3cccc(Br)c3)=NO2)c(=O)n(-c2ccccc2)n1C (configuration not stated)	10	-10	4	-1	6	6	3	-6	2
c1ccc(OCc2ccc(CCCN3CCOCC3)cc2)cc1	1	7	4	-3	-3	2	4	-3	4
COCCNC(=O)Cn1cnc2sc(C)c(S(=O)(=O)N3CCC(C)CC3)c2c1=O	0	2	-1	-4	-1	4	2	1	0

Continued.
SMILES	LYPLA2 counter	GSTO1 inh	PME-1 primary	PAFAH2 inh	LYPLA1 counter	PAFAH1B3 FP inh	pPAFAH inh	PAD4 FP inh	PAFAH1B2 FP inh
CC(C)(C)c1ccc(-c2noc(CCC(=O)N3CCOCC3)n2)cc1	2	7	2	1	3	4	3	1	2
CCCN(Cc1nc2cc(Cl)ccc2c(=O)[nH]1)C(=O)c1ccc(S(=O)(=O)N2CCCC2)cc1	3	·	16	4	1	3	-2	-4	7
Cc1ccc(/C=N/Nc2nc(C(C)(C)C)cs2)o1	-3	-2	5	5	-3	9	3	-1	8
O=C(NC(=O)c1c(F)cccc1F)Nc1ccccc1SC(F)F	4	-7	1	0	1	6	5	-2	7
O=C(CSc1nnc(-c2ccccc2)n1Cc1ccccc1)NC1CC1	6	2	0	3	1	2	-4	-3	6
CN(Cc1ccccc1)C(=O)c1ccc(COc2ccccc2)cc1	8	2	0	3	3	-1	8	1	7
CCNS(=O)(=O)c1ccc(OCCNS(C)(=O)=O)cc1	4	1	4	5	0	6	4	-2	3
COc1ccc(-c2c3c(=O)n(C)c(=O)n(C)c3cn2-c2ccccc2)cc1	2	-7	0	2	1	5	2	-1	5
C=CCN1C(=O)c2ccc(C(=O)N(CC(C)C)c3c(N)n(CCCC)c(=O)[nH]c3=O)cc2C1=O	5	-5	-3	-5	3	-1	4	1	2
O=C(Cc1c[nH]c2ccccc12)NNC(=O)c1ccccc1	6	1	-5	-4	3	1	2	2	-1
COc1ccc(C(=O)O/N=C(\N)c2ccccn2)c(OC)c1	-6	4	-2	-4	-3	6	-2	1	5
CCOC(=O)Cc1csc(NC(=S)NC(=O)c2ccc(F)cc2)n1	3	-1	-1	14	3	4	-1	1	4
CN(C)C(=O)c1sccc1Oc1ccc(F)cc1[N+](=O)[O-]	4	6	2	6	-1	0	-2	-1	5
CC12CCC(C(=O)O)(c3nc(C#N)c(C#N)nc31)C2(C)C (configuration not stated)	-6	-2	1	-8	-3	4	3	-3	6
CC1CCN(C(=O)CC(NC(N)=O)c2ccccc2Cl)CC1 (configuration not stated)	-2	0	0	-14	2	3	1	1	-1

Source: PubChem
